Screens deposited in PubChem by National Center for Advancing Translational Sciences (NCATS).
GALK inhibitor: inhibitors of human galactokinase; AID 1868; Potency, µM (top dose mostly 57.5 µM), for the others: at the highest dose activity change, negative = inhibition, usual class: inhibitors; Purified GALK, Kinase-Glo residual ATP luminescence; P51570; hit rate 0.007% among 270,000; note: potency is the fitted concentration of half-maximal effect; % is set by controls: 0 for no effect and ±100 for the full control effect
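The enzyme phosphorylates galactose (100 uM) using ATP (35 uM); inhibition is detected as higher residual ATP, quantified by bioluminescence after 1 h reaction at room temperature, pH 8.0.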
MBNL1-CUG inh: MBNL1-poly(CUG) RNA binding inhibition; Q9NR56; TR-FRET MBNL1-His/biotin-(CUG)12 binding, 665/545 ratio; Potency, µM (series often up to 57.5 µM), for the others: at the highest dose activity change, negative = inhibition, actives largely listed as inhibitors; hit rate 0.036% among 280,000; AID 2675; active = well fitted inhibition curve with a large enough effect in the signal ratio, with a control signal flat, not every such curve was filed as active; inconclusive = small, poorly fitted or top-dose-only effect, or effect the other way, or a change in a side signal; inactive = no such curve, though single readings can be large or run the other way; the % refers to the signal ratio; note: potency is the fitted concentration of half-maximal effect; % is set by controls: 0 for no effect and ±100 for the full control effect
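TR-FRET readout: Ex 340 nm, 665/545 nm emission ratio, normalized to buffer-only (basal) and MBNL1-(CUG)12 controls. Complex of MBNL1-His with Biotin-(CUG)12, compounds 92 nM–58 uM, incubated 60 min at room temperature.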
AT treatment: potential ataxia-telangiectasia treatment | […] A-T fibroblasts, KAP-1 phosphorylation AlphaLISA; neocarzinostatin DNA damage 30 min before lysis | AID 485349 | Potency, µM (highest dose often 57.5 µM), for inactives: at the top dose activation, actives largely listed as activators | hit rate 0.19% among 320,000; note: potency is the fitted concentration of half-maximal effect; % of control where 0% means no effect; nearly all actives have a fitted effect of over 45% in size
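hTERT-immortalized A-T patient fibroblasts ([…]), 500 cells/well in OPTI-MEM, 1% FBS, got compounds for 60 min, then NCS for 30 min at 37C. Lysates were then assayed for phospho-KAP-1 by AlphaLISA (anti-pKAP1 donor, anti-KAP1 acceptor beads), 6 hr at 25C.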
Coupling enz: inhibits coupling enzyme system, counter-screen for aldolase hits; coupling enzyme system counterscreen, AmpLite Red fluorescence; activity change, negative = inhibition, % at 58.2 µM, hits read low; hit rate 0.67% among 290,000; AID 2472; in the data active = activity change below about -30%; note: % is set by controls: 0 for no effect and ±100 for the full control effect
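Counterscreen lacking aldolase: glyceraldehyde-3-phosphate coupling-enzyme reagent preincubated 10 min at RT with compound (at 57.5 uM final), then substrate/coupling system with AmpLite Red added; fluorescence read at 525/598 nm after 20 min RT.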
KCNH2 3.1 inh: blocks the human KCNH2 3.1 channel isoform; U2OS KCNH2 3.1, thallium flux FluxOr; active compounds read low; activity change, % (tested at about 1.8 µM); hit rate 0.95% among 340,000; AID 720553;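 active = maximum activity change below -70%; inconclusive = maximum activity change from -70% to -50%; inactive = maximum activity change above -50%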;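 note: thallium influx rate constant from kinetic fluorescence after stimulation buffer; % is set by controls: 0 for no effect and ±100 for the full control effect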
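U2OS cells transduced with KCNH2 3.1 mutant virus (1.77 x 10^8 /mL, 4 h), plated overnight at 37 C, loaded 45 min with FluxOr dye plus Red40 quencher. Thallium flux rate constant from kinetic reads after stimulation buffer, normalised to controls.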
Integrin act MD: integrin-mediated muscular dystrophy alleviation activation; alpha7betagal myoblasts, beta-gal FDG fluorescence, 48 h; Potency, µM (top dose mostly 38.3 µM), without a hit: top-dose activation, actives largely listed as activators; hit rate 0.064% among 350,000; AID 624291;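 note: potency is the fitted concentration of half-maximal effect; 100% = response of the positive control SU9516; nearly all actives have a fitted effect of over 60% in size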
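Alpha7betagal+/- myoblasts (passage 13) were plated 16-24 hr, then exposed to compounds (1:260 dilution of DMSO stock) for 48 hours at 37C. After MPER lysis, β-galactosidase reporter activity was read as FDG fluorescence (ex 480/em 540) after 30 minutes.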
S-ASM inh: blocks human secretory acid sphingomyelinase. P17405. placental ASM, HMU-PC fluorogenic substrate, 60 min. Potency, µM (titrated, usually from 57.5 µM), for the others: top-dose activity change, negative = inhibition, most hits filed as inhibitors. hit rate 0.006% among 340,000. AID 504937; note: potency is the fitted concentration of half-maximal effect
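Fluorescence read-out (Ex 386 nm, Em 447 nm) after stopping the reaction at pH 10. Enzyme: ASM from human placenta; substrate HMU-PC0, 9 uM final; 60 min, 37 °C. Compound preincubation 10 min, ambient temperature.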
TRPV1 agonist: agonists of human vanilloid receptor 1 (TRPV1) | TRPV1-expressing cells, Fluo-8 calcium influx, agonist mode | AID 540275 | hit rate 0.19% among 320,000 | activation, % at 8.33 µM; in the data active = activation above about 80%; inconclusive = between about 30% and that limit; note: 0% is about no effect
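Fluo-8 calcium influx in TRPV1-expressing cells, kinetic read (ex 480/em 520 nm). Compound added and read 3 min for agonist activity, followed by capsaicin at EC20 final and 2 min further read for enhancement.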
MLL CXXC-DNA inh: MLL CXXC-DNA interaction inhibition | Q03164 | MLL-CXXC / FITC-HOXA9 DNA fluorescence polarization | Potency, µM (top dose mostly 115 µM), without a hit: top-dose activity change, negative = inhibition, most hits filed as inhibitors | hit rate 0.037% among 290,000 | AID 2662; active = well fitted inhibition curve with a large enough effect in the polarisation, with a control signal flat, not every such curve was filed as active; inconclusive = small, poorly fitted or top-dose-only effect, or effect the other way, or a change in a side signal; inactive = no such curve, though single readings can be large or run the other way; the % refers to the polarisation; note: potency is the fitted concentration of half-maximal effect
Target sequence (Q03164 whole entry, looked up): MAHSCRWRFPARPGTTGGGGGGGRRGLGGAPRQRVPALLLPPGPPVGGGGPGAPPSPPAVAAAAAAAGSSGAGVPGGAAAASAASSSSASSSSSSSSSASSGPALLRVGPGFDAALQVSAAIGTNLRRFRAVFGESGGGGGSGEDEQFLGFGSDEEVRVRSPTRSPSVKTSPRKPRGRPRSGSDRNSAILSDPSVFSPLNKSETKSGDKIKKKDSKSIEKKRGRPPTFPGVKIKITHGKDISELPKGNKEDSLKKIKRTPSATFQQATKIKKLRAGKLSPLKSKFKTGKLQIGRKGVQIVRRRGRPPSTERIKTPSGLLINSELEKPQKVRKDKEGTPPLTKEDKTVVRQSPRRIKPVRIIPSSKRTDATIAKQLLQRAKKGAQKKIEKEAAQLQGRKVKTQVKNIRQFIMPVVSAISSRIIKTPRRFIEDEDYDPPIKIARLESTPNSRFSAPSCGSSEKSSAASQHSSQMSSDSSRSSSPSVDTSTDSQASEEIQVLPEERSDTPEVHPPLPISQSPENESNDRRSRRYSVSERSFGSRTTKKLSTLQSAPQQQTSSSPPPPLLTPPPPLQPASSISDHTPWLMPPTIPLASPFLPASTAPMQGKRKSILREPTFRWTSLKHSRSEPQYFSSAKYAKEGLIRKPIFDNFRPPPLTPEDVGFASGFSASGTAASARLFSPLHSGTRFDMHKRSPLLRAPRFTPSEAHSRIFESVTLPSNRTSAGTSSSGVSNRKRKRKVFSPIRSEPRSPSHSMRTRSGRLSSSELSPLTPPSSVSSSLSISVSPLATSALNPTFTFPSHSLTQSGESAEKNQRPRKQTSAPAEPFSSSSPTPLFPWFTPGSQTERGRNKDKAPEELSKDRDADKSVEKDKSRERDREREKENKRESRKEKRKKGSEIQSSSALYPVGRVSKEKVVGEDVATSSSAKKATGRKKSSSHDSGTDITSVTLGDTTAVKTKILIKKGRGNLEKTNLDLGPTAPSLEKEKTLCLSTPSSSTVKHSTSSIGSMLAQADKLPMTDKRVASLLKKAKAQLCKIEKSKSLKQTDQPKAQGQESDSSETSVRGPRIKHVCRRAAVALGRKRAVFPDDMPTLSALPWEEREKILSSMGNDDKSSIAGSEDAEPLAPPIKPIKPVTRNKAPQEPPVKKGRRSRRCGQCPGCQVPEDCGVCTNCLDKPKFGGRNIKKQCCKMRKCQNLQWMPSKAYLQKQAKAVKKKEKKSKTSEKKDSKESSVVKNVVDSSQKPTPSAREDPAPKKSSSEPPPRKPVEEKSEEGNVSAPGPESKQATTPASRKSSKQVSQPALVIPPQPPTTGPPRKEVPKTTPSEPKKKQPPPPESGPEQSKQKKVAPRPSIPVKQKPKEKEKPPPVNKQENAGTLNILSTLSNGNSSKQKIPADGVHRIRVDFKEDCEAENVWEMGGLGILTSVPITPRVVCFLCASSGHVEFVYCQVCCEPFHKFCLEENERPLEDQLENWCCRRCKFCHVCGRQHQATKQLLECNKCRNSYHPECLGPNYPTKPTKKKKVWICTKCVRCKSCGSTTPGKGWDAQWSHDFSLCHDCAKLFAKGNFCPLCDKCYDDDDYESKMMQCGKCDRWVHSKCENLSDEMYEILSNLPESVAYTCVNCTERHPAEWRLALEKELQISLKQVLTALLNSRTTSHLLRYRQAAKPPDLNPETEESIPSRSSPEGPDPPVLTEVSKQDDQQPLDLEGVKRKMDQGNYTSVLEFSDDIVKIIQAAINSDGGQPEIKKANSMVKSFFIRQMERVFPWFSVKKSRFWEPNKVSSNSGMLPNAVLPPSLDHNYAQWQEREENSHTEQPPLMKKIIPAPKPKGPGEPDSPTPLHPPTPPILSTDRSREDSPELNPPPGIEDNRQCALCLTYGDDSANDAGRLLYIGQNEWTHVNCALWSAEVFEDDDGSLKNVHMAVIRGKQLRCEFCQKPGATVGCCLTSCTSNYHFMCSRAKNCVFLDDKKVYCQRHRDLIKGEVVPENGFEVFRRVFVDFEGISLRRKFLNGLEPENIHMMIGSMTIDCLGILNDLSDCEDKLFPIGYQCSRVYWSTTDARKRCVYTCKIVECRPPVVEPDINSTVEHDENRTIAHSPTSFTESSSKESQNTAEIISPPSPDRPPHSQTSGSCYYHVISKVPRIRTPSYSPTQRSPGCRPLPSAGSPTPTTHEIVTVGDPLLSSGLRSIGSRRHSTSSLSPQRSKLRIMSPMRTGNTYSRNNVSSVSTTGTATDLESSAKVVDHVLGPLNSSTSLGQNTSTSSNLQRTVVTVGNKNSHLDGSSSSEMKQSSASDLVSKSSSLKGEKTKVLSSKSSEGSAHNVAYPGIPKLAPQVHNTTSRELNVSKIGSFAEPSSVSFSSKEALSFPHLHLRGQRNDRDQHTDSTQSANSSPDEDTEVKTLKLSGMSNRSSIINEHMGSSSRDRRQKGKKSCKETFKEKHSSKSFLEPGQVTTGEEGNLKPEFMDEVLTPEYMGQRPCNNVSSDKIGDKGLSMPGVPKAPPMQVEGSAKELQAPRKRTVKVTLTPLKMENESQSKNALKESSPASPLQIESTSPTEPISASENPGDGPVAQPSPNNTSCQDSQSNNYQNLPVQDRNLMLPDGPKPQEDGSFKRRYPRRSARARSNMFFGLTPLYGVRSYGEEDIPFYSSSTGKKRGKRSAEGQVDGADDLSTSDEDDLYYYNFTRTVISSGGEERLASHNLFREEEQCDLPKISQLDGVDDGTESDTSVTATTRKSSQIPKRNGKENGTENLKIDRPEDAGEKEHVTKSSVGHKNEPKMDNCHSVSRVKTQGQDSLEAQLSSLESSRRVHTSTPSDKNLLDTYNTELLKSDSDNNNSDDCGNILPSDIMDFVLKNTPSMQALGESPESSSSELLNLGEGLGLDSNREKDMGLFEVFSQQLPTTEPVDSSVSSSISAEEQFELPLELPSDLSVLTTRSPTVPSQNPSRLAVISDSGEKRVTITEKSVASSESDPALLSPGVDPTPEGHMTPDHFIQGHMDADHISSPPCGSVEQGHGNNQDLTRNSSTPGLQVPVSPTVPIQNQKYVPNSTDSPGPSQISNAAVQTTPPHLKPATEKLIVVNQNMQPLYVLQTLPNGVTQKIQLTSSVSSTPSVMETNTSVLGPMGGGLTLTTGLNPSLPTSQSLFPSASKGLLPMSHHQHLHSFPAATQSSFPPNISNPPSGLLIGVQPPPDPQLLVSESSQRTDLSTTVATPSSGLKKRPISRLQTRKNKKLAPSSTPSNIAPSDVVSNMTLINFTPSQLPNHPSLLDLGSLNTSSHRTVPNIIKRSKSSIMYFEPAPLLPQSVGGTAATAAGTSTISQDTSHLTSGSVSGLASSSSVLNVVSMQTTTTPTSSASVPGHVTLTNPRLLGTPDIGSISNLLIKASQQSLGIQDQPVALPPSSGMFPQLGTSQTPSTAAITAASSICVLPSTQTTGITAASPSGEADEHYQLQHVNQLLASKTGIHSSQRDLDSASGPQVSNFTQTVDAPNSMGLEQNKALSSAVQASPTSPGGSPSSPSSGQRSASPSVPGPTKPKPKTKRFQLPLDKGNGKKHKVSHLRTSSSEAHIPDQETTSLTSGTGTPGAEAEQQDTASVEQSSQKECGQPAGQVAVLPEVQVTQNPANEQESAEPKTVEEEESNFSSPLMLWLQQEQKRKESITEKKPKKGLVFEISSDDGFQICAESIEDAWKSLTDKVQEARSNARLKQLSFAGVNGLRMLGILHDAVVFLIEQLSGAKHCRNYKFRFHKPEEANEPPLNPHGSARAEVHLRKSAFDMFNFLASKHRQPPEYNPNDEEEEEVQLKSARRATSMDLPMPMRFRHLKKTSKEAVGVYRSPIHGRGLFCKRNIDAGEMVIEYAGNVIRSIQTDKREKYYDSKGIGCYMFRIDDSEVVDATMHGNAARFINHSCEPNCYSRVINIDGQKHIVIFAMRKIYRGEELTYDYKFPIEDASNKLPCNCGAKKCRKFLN
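Fluorescence polarization: 7 uM MLL-CXXC (stock) preincubated 5 min with compounds, then 50 nM fluorescein-HOX-A9 DNA (stock) added; 30 min ambient. Buffer 50 mM Tris-HCl pH 7.5, 50 mM NaCl, 1 mM DTT, 0.05% BSA.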
KCNH2 WT inh: blocks the wildtype human KCNH2 potassium channel. Q12809. U2OS, BacMam KCNH2, thallium flux FluxOr; active compounds read low. activity change, % at 1.84 µM. hit rate 0.37% among 340,000. AID 720551;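 active = maximum activity change below -70%; inconclusive = maximum activity change between -70% and -50%; inactive = maximum activity change above -50%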; note: % is set by controls: 0 for no effect and ±100 for the full control effect
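U2OS cells were transduced with wild-type KCNH2 virus (2.03 x 10^8 / mL) for 4 h at room temperature, then cultured overnight at 37 C. Thallium flux was read with FluxOr dye. Rate constants were normalized to DMSO controls.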
* = called active by the depositor; ? = inconclusive; / = not tested or not shown; [ ] = remark or other dose. Unless noted, calls come from the whole dose curve; as a rule, active = well fitted curve in the direction sought with a large enough effect; inconclusive = small, poorly fitted or top-dose-only effect, or another doubt; inactive = no such curve, though single readings can be large; an effect the other way counts as inactive or inconclusive. Random draw from the library, and some 2% of all compounds hit somewhere here.

Below each compound: Integrin act MD	S-ASM inh	KCNH2 3.1 inh	AT treatment	KCNH2 WT inh	TRPV1 agonist	Coupling enz	MBNL1-CUG inh	MLL CXXC-DNA inh	GALK inhibitor
> CC(=O)N1CCN(C(=O)CSc2ncnc3sc(C)c(C)c23)CC1
→ -2%	4%	-4	21%	-5	/	/	/	/	/
> COc1ccc(C2c3c(-c4ccccc4)n[nH]c3C(=O)N2c2ccc(C(=O)O)cc2)cc1 (stereo not drawn)
→ 28%	-12%	-2	43%	-2	-4	12	-13%	-2%	-1%
> O=c1c(C(c2ccc(Cl)cc2)c2c(O)nc3n(c2=O)CCCS3)c(O)nc2n1CCCS2
→ -14%	1%	-1	32µM*	4	-3	10	-7%	33%[activator]	0%
> COc1cc2c(c(OC)c1OC)-c1ccc(SC)c(=O)cc1C(NC(=O)C(F)(F)F)CC2 (stereo not drawn)
→ -1%	-8%	-3	/	6	/	/	/	/	/
> O=C(CSc1nnc2ccccn12)NNC(=O)c1ccc(F)cc1
→ -14%	4%	-1	6%	2	1	0	1%	2%	8%
> Cc1cc(Cl)ccc1N=c1ssnc1Cl
→ -46%[inhibitor]	-8%	-1	/	-3	19	-1	-19%	-11%	0%
> Nc1nc(SCC(=O)Nc2ccccc2Sc2ccc(Cl)cc2)n[nH]1
→ -11%	0%	1	2%	14	2	/	-16%	2%	0%
> CCc1nnc(NS(=O)(=O)c2ccc(NC(=O)c3cccc([N+](=O)[O-])c3)cc2)s1
→ 30%	2%	31	3%	-8	4	1	?	-4%	-4%
> O=C(CSc1nnc2c(n1)[nH]c1ccccc12)NCc1ccco1
→ -9%	12%	-3	21%	-2	5	-2	?	-6%	9%
> CN1C(=O)N(S(=O)(=O)c2ccc(F)c(F)c2F)C(=O)C1(C)C
→ -14%	6%	-4	-4%	-3	-4	0	-6%	-8%	3%
> CCOc1ccc(CCNC(=O)c2cn(C)c3ccc(S(=O)(=O)N4CCOCC4)cc3c2=O)cc1OCC
→ -11%	-8%	-5	2%	-6	0	/	-4%	0%	-6%
> Cc1ccccc1C(=O)N1CCCN(C(=O)c2ccccc2C)CC1
→ 24%	-2%	-4	1%	5	2	-1	-9%	-4%	0%
> CCCNC(=O)C1CCN(c2ccc(S(=O)(=O)N3CCOCC3)cc2Cl)CC1
→ -12%	1%	-5	0%	-9	3	-1	-2%	-7%	-2%
> CC(=O)c1ccc(-c2ccc(C(=O)NCC(c3ccc(F)cc3)N3CCOCC3)o2)cc1 (stereo not drawn)
→ 9%	21%	-1	1%	1	0	/	/	/	/
> O=C(c1cccc(OC2CCN(Cc3cccc(OCCO)c3)CC2)c1)N1CCCC1
→ -20%	-2%	0	4%	-10	3	/	-3%	12%	7%
> O=C(CCN1C(=O)/C(=C\c2ccc(F)cc2)SC1=S)Nc1ccccc1
→ 8%	?	19	5%	-9	-3	4	-5%	14%	3%
> CC1COc2ccccc2N1C(=O)c1ccc(Cl)cc1 (stereo not drawn)
→ -21%	-3%	6	12%	4	-2	0	-3%	-1%	-1%
> FC(F)(F)COc1nc(N2CCOCC2)nc(N(c2ccccc2)c2ccccc2)n1
→ 19%	-8%	0	-2%	2	28	1	1%	-5%	-2%
> CCCCc1nc2cc(C(=O)N3CCC[C@H]3CO)ccc2o1
→ 22%	-1%	25	-2%	-6	3	0	-7%	6%	6%
> COc1ccc(Cl)cc1C(=O)OCC(=O)NC1CCCC(C)C1C (stereo not drawn)
→ 21%	0%	1	-9%	6	19	/	/	/	/
> COc1ccc2nc(Nc3nc(CSc4nc5ccccc5[nH]4)cc(=O)[nH]3)nc(C)c2c1
→ -39%	-4%	8	0%	-45	-2	3	?	7%	0%
> CC(=O)Nc1ccc(-n2c(C)ccc2C)cc1
→ -4%	-1%	-5	-1%	-7	0	-2	/	4%	-1%
> Cc1nn(CC(=O)Nc2ccc(Cl)cn2)c(C)c1Br
→ -3%	1%	-5	-1%	21	1	1	?	7%	-1%
> Cc1nn(C(=O)CCC(=O)NCc2ccccc2Cl)c2ccccc12
→ ?	-2%	-1	-1%	-27	-1	/	4%	-6%	6%
> CCCCOC(=O)CSc1nc(N)c(C#N)c(-c2ccc(OCC)cc2)c1C#N
→ 1%	-10%	4	-8%	9	-2	-2	18%	3%	0%
> COc1cc(OC)cc(C(=O)NCCSCc2ccc(Cl)cc2)c1
→ 30%	0%	5	-7%	0	5	-2	-5%	-6%	-5%
> COc1ccc(OC)c(NC(=O)CSc2nc3scc(C)c3c(=O)[nH]2)c1
→ 1%	-1%	18	-2%	6	12	2	3%	5%	-1%
> COc1ccc(S(=O)(=O)c2ccccc2)cc1NC(=O)c1c(F)cccc1F
→ -20%	-4%	6	9%	6	2	-2	2%	6%	-2%
> COc1cc(C)c(-c2cc(C(=O)O)c(C)o2)cc1C(C)C
→ 19%	-10%	6	1%	-8	2	27	-12%	-5%	1%
> Cn1c(=O)c2c(nc(Cl)n2CC(=O)NC2(C#N)CCCCC2)n(C)c1=O
→ 23%	6%	18	0%	4	3	/	/	/	/
> COC(=O)CN(c1cccc(C)c1)S(=O)(=O)c1ccccc1
→ 2%	2%	5	18%	-16	-1	/	-2%	25%	-7%
> CCOC(=O)N1CCN(C(=O)Nc2ccc(NC(=O)N3CCN(C(=O)OCC)CC3)cc2)CC1
→ 6%	1%	15	2%	1	-1	0	-24%	17%	1%
> CCN(CC)C(=O)Cn1cc(C(=O)C(=O)N2CCN(Cc3ccccc3)CC2)c2ccccc21
→ 0%	6%	24	-3%	-5	6	1	-5%	-6%	-1%
> O=C(CSc1n[nH]c(=O)n1Cc1ccco1)Nc1ccccc1Cl
→ 13%	-3%	-11	9%	5	-2	1	-13%	-6%	-1%
> COc1ccc(C(CNS(=O)(=O)c2ccc(C)cc2)N2CCN(C)CC2)cc1 (stereo not drawn)
→ 12%	1%	-23	-6%	41	4	/	/	/	/
> CCCNC(=O)CN1CCN(S(=O)(=O)c2ccc(Br)s2)CC1
→ 6%	-1%	8	13%	0	-3	/	/	/	/
> COc1ccc(-c2[nH]nc3c2C(c2ccccc2OC(=O)N2CCOCC2)C(C#N)=C(N)O3)cc1 (stereo not drawn)
→ -2%	2%	-2	-10%	2	-4	-22	21%	1%	-3%
> c1ccc(-c2nnc(SCC3CCCO3)nc2-c2ccccc2)cc1 (stereo not drawn)
→ 51%	-5%	-1	1%	4	/	4	/	-14%	0%
> CN(C)C(=S)Nc1ccc(Cl)cc1
→ -30%	1%	1	4%	-10	2	3	-2%	-7%	12%
> O=C(NCc1ccco1)c1csc(Nc2ccccc2Cl)n1
→ 14%[7.66 µM]	-1%	-14	4%	-4	16	3	-5%	1%	1%
> Cc1ccc(S(=O)(=O)N2CCOCC2)cc1C(=O)NCc1ccc(F)cc1
→ -10%	3%	14	-7%	5	0	-4	4%	2%	3%
> COCC1CCN(Cc2nc(-c3cccs3)no2)C1 (stereo not drawn)
→ -29%	-1%	-9	1%	-4	-3	-1	?	0%	1%
> Cc1ccc(OCC(=O)N2CCC3(CC2)CC(=O)c2ccccc2O3)cc1
→ -7%	-3%	-29	-2%	17	?	/	/	/	/
> Cc1ccc2c(c1)c(N=Nc1cccc(C(=O)O)c1)c(O)n2C
→ ?	-9%	-24	-4%	14	-2	15	-1%	-2%	4%
> O=C1C(=O)N(CNc2ccccn2)c2ccccc21
→ -16%	-3%	2	-7%	-10	0	/	?	-8%	-1%
> COC(=O)/C(=C\c1c(OC)cc(OC)cc1OC)C(=O)c1ccc2c(c1)OCO2
→ 8%	-3%	21	/	0	/	0	/	/	/
> Cc1ccc(C)c(NC(=O)CCC(=O)NNC(=O)c2cccc([N+](=O)[O-])c2)c1
→ -3%	-1%	15	1%	-10	1	-1	?	2%	0%
> COc1ccccc1C(=O)Oc1ccc2c(c1)O/C(=C\c1ccncc1)C2=O
→ -23%	-7%	-13	-4%	0	12	2	?	?	-4%
